High-throughput results (PubChem)
SRC1 inh: SRC1 coactivator transcriptional activity inhibitors, primary screen, cell-based, luminescence | inhibition, % at 3.6 µM | HEK293 GAL4-SRC1 luciferase reporter | Nuclear receptor coactivator 1 (Homo sapiens), Q15788 | 0.12% of 360,000 active;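 active = inhibition above the campaign mean plus 3 SD, with each screening campaign given its own cutoff, cut at about 60% in these data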;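 note: 0% = DMSO treated cells and 100% = gossypol at 36 µM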
MC4R antagonist: MC4R antagonists of cAMP signaling, primary screen, cell-based, TR-FRET, antagonist arm of biased-ligand search; MC4R-expressing cells, MTII-stimulated cAMP, LANCE TR-FRET; inhibition, % at 6.5 µM; 0.48% of 360,000 active; AID 540295, 2011;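 active = inhibition above its plate's cutoff, the mean of tested wells on that plate plus 3 SD, cut at about 29% in these data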;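 note: 0% = Melanotan II alone and 100% = Melanotan II plus saturating MCL0020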
Target sequence (P32245 whole entry, looked up): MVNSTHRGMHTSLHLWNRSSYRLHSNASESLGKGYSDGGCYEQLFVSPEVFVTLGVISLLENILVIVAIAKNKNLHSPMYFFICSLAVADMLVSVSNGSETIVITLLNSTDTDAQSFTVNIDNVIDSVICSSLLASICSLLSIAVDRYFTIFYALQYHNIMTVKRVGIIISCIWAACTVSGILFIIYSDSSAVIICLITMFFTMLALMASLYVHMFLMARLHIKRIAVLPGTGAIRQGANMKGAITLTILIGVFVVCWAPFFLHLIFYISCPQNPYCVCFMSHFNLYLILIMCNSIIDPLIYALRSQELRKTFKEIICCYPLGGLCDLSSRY
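Test system: U2OS cells stably expressing human melanocortin 4 receptor (MC4R); also added: Melanotan II challenge; compound: 6.5 µM single dose; timing: 30-min compound preincubation, 1-h Melanotan II challenge, 1-h detection, room temperature; signal: Eu-cAMP/anti-cAMP TR-FRET, emission 671 nm; repeats: one well per compound, no replicates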
LMP1 NFkB inh: EBV LMP1-driven NF-kappaB luciferase reporter inhibitors, primary screen, cell-based, luminescence, single point | inhibition, % at 12.5 µM | LMP1-induced NF-kappaB luciferase reporter cells | 0.69% of 350,000 active; in the data active = inhibition above about 41%;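 note: 0% = neutral control wells and 100% = reference inhibitor control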
NR2F2 inh: NR2F2 transcriptional activity inhibitors, primary screen, cell-based, luciferase reporter, HEK293T, luminescence. COUP transcription factor 2 (Homo sapiens), P24468. 0.7% of 370,000 active. HEK293T NGFI-A luciferase reporter. inhibition, % at 8.6 µM. AID 686940, 2013;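 active = inhibition above a per-plate cutoff, mean inhibition of test wells between control levels plus 3 SD, cut at about 38% in these data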;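 note: cells cotransfected with COUP-TFII expression vector driving the NGFI-A reporter; 0% = median of COUP-TF2 test wells and 100% = reporter-only cells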
TLR9-MyD88 inh: inhibitors of TLR9-MyD88 association in cells, primary screen, cell-based, CHO, BLA complementation, fluorescence; Toll-like receptor 9 (Homo sapiens) + Myeloid differentiation primary response protein …; CCF4 FRET ratio; inhibition, % at 4.98 µM; 0.21% of 340,000 active; AID 504734, 2011;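 active = inhibition above the mean over all tested compounds plus 3 SD, cut at about 21% in these data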;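 note: 0% = DMSO only wells and 100% = clavulanate BLA inhibitor control wells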
NCOA3 inh: SRC3 coactivator transcriptional activity inhibitors, primary screen, cell-based, luminescence | 0.17% of 360,000 active | AID 588352, 2011 | HEK293 GAL4-SRC3 luciferase reporter | inhibition, % at 3.6 µM | Nuclear receptor coactivator 3 (Homo sapiens), Q9Y6Q9;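 active = inhibition above a per-campaign cutoff, the mean of all compounds plus 3 SD, cut at about 60% in these data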;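 note: 0% = DMSO-treated cells and 100% = gossypol-treated cells at 36 µM; higher means less SRC3-driven luciferase light from the GAL4 reporter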
SRC2 inh: inhibition of GAL4-SRC2 driven luciferase reporter, primary screen, SRC2 inhibitor project, cell-based, luminescence | Nuclear receptor coactivator 2 (Homo sapiens), Q15596 | HEK293 GAL4-SRC2 luciferase reporter | inhibition, % at 9 µM | 0.17% of 370,000 active | AID 651957, 2012;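 active = inhibition above the mean inhibition of all tested compounds plus 3 SD, set per campaign, cut at about 52% in these data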;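 note: 0% = DMSO treated cells and 100% = cells given Gossypol at 36 µM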
NOD2 RIPK2 PPI: NOD2-RIPK2 binding disruptors in cells, primary screen, fluorescence, CHO cells, BLA complementation; Receptor-interacting serine/threonine-protein kinase 2 (Homo sapiens), O43353; 0.38% of 360,000 active; AID 624267, 2012; inhibition, % at 4.98 µM; CCF4 ratio; in the data active = inhibition above about 21%;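 note: 0% = vehicle only and 100% = reference blocker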
Target sequence (O43353 whole entry, looked up): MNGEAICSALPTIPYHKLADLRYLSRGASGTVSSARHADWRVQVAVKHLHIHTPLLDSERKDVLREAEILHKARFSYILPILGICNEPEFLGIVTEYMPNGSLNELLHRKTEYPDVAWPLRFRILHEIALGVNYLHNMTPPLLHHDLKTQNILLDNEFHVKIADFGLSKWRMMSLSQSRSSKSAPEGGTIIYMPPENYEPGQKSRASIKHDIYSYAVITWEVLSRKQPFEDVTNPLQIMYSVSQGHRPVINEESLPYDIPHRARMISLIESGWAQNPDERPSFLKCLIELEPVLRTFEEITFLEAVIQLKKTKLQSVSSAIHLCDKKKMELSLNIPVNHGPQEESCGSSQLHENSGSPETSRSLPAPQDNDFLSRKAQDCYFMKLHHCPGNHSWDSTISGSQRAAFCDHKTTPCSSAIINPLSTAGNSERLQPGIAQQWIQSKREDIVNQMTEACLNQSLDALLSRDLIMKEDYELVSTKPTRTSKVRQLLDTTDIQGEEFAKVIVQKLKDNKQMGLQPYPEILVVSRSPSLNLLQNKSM
MC4R barr agon: MC4R agonists recruiting beta-arrestin, primary screen, cell-based, luminescence, agonist arm of biased-ligand search; Melanocortin receptor 4 (Homo sapiens), P32245; 0.98% of 360,000 active; activation, % at 8.9 µM; AID 540308, 2011; U2OS MC4R beta-arrestin complementation; percent of melanotan II response, DMSO zero;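 active = activation above a per-plate cutoff, the mean activation of sample wells on that plate plus 3 SD, cut at about 8% in these data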
LRH-1 inv ag: LRH-1 (NR5A2) inverse agonists, primary screen, cell-based, luminescence, HEK293T, StAR-luciferase reporter; inhibition, % at 3.6 µM; 0.13% of 360,000 active; LRH-1 transfected, 24 h;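 active = inhibition above the mean inhibition of all tested compounds plus 3 SD, cut at about 73% in these data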;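 note: 0% = DMSO wells and 100% = reporter-only cells lacking LRH-1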
ABHD5-PLIN5 inh: ABHD5-PLIN5 interaction inhibitors, primary screen, cell lysate, split luciferase complementation, luminescence. AID 602281, 2012. inhibition, % at 4 µM. Perilipin-5 (Homo sapiens) + 1-acylglycerol-3-phosphate O-acyltransferase ABHD5 (Homo …. Split G. princeps luciferase complementation, 4 h. 0.78% of 360,000 active;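 active = inhibition above the mean inhibition across every tested compound plus 3 SD, cut at about 22% in these data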;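 note: 0% = DMSO only wells and the 100% control is not disclosed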
Starred values were filed as active, the others as inactive. Only part of the results is shown; count on the stated rates, not on these rows.

How did CS(=O)(=O)c1ccc(Cl)c(NC(=O)C2CC(=O)N(c3ccc4c(c3)OCCO4)C2)c1 (stereo unspecified) do in these assays?
SRC1 inh: -17; MC4R antagonist: 0; LMP1 NFkB inh: 3; NR2F2 inh: 7; TLR9-MyD88 inh: 1; NCOA3 inh: 13; SRC2 inh: -5; NOD2 RIPK2 PPI: -15; MC4R barr agon: -1.1; LRH-1 inv ag: -24; ABHD5-PLIN5 inh: 2

Results for CCOC(=O)N1CCN(c2ccc(C(F)(F)F)cn2)CC1 ?
SRC1 inh: -2; MC4R antagonist: -1; LMP1 NFkB inh: 8; NR2F2 inh: -2; TLR9-MyD88 inh: -11; NCOA3 inh: -15; SRC2 inh: 15; NOD2 RIPK2 PPI: -6; MC4R barr agon: -0.8; LRH-1 inv ag: -12; ABHD5-PLIN5 inh: 1

Results for CCOC(=O)c1cnn2c(C(F)F)cc(C3CC3)nc12 ?
SRC1 inh: -11; MC4R antagonist: 0; LMP1 NFkB inh: -20; NR2F2 inh: -9; TLR9-MyD88 inh: -10; NCOA3 inh: -1; SRC2 inh: 9; NOD2 RIPK2 PPI: 1; MC4R barr agon: -0.2; LRH-1 inv ag: 5; ABHD5-PLIN5 inh: 1

What do the screens show for `CCCCCn1c(N2CCCC2)nc2c1c(=O)n(C)c(=O)n2C`?
SRC1 inh: 2; MC4R antagonist: 8; LMP1 NFkB inh: 6; NR2F2 inh: -15; TLR9-MyD88 inh: -5; NCOA3 inh: 1; SRC2 inh: 15; NOD2 RIPK2 PPI: 3; MC4R barr agon: -1.9; LRH-1 inv ag: 9; ABHD5-PLIN5 inh: 10

What do the screens show for `Cc1cc(C)cc(NC(=O)C2CCC(CNC(=O)[C@@H]3Cc4ccccc4CN3)CC2)c1` (stereo partly specified)?
SRC1 inh: -13; MC4R antagonist: -7; LMP1 NFkB inh: -1; NR2F2 inh: 26; TLR9-MyD88 inh: 5; NCOA3 inh: 13; SRC2 inh: 9; NOD2 RIPK2 PPI: 0; MC4R barr agon: 1.4; LRH-1 inv ag: 14; ABHD5-PLIN5 inh: 4

How did C/C(=N\NC(=O)Cc1ccc(Br)cc1)c1cccnc1 do in these assays?
SRC1 inh: 11; MC4R antagonist: 0; LMP1 NFkB inh: 1; NR2F2 inh: -9; TLR9-MyD88 inh: -3; NCOA3 inh: 3; SRC2 inh: -8; NOD2 RIPK2 PPI: 3; MC4R barr agon: -1.7; LRH-1 inv ag: 12; ABHD5-PLIN5 inh: 0

How did COc1cc2c(cc1OC)[C@H](C)N(C(=S)Nc1ccc(F)cc1)CC2 do in these assays?
SRC1 inh: 4; MC4R antagonist: 11; NR2F2 inh: 2; NCOA3 inh: -8; SRC2 inh: -3; NOD2 RIPK2 PPI: -6; MC4R barr agon: -1.0; LRH-1 inv ag: 18; ABHD5-PLIN5 inh: -3

What do the screens show for `Cc1ccc(NC(=O)N/C=C/c2ccccc2)cc1`?
SRC1 inh: -50; MC4R antagonist: 3; LMP1 NFkB inh: -7; NR2F2 inh: -43; TLR9-MyD88 inh: 2; NCOA3 inh: -25; SRC2 inh: -64; NOD2 RIPK2 PPI: -8; MC4R barr agon: -0.1; LRH-1 inv ag: -66; ABHD5-PLIN5 inh: -7

Results for CCOC(=O)[C@]12Cc3c(cc(OC)c(OC)c3OC)[C@H]1N(CCC(=O)OC)C(=O)c1cc(OC)ccc12 ?
NR2F2 inh: -7; SRC2 inh: 3; NOD2 RIPK2 PPI: -16; LRH-1 inv ag: 5; ABHD5-PLIN5 inh: 11

What do the screens show for `O=C(COC(=O)c1ccc(O)cc1)NCC1COc2ccccc2O1` (stereo unspecified)?
SRC1 inh: -15; MC4R antagonist: -9; LMP1 NFkB inh: -7; NR2F2 inh: -1; TLR9-MyD88 inh: 9; NCOA3 inh: -25; SRC2 inh: 2; NOD2 RIPK2 PPI: 3; MC4R barr agon: -3.5; LRH-1 inv ag: 19; ABHD5-PLIN5 inh: 4

Results for CCN(CC)S(=O)(=O)c1ccc(/C(O)=C(\C#N)c2nc3ccccc3n2C)cc1 ?
SRC1 inh: 7; MC4R antagonist: -1; LMP1 NFkB inh: -5; NR2F2 inh: -6; TLR9-MyD88 inh: -3; NCOA3 inh: 13; SRC2 inh: -13; NOD2 RIPK2 PPI: -6; MC4R barr agon: -0.3; LRH-1 inv ag: 18; ABHD5-PLIN5 inh: 7

Results for O=C(O)C1C2C=CC(C3CC23)C1C(=O)O (stereo unspecified) ?
SRC1 inh: -1; MC4R antagonist: 4; LMP1 NFkB inh: -5; NR2F2 inh: 3; TLR9-MyD88 inh: -1; NCOA3 inh: 6; SRC2 inh: -8; NOD2 RIPK2 PPI: -18; MC4R barr agon: 1.7; LRH-1 inv ag: 19; ABHD5-PLIN5 inh: 0

Results for C=CCN1C(=O)c2ccc(C(=O)N3CCN(S(=O)(=O)c4cccc([N+](=O)[O-])c4)CC3)cc2C1=O ?
SRC1 inh: -17; MC4R antagonist: 16; LMP1 NFkB inh: 13; NR2F2 inh: -11; TLR9-MyD88 inh: 1; NCOA3 inh: -1; SRC2 inh: 18; NOD2 RIPK2 PPI: 9; MC4R barr agon: -0.5; LRH-1 inv ag: -11; ABHD5-PLIN5 inh: -1

How did NC(=O)C1CCN(CC(=O)Nc2cc(S(=O)(=O)N3CCOCC3)ccc2N2CCCC2)CC1 do in these assays?
SRC1 inh: -5; MC4R antagonist: 7; LMP1 NFkB inh: 1; NR2F2 inh: 9; TLR9-MyD88 inh: 1; NCOA3 inh: 11; SRC2 inh: 26; NOD2 RIPK2 PPI: -4; MC4R barr agon: -1.3; LRH-1 inv ag: -4; ABHD5-PLIN5 inh: 7

Results for COc1cccc(C2/C(=C(/O)c3ccc(C)cc3)C(=O)C(=O)N2Cc2ccco2)c1 (stereo unspecified) ?
SRC1 inh: -22; MC4R antagonist: 6; LMP1 NFkB inh: -7; NR2F2 inh: -6; TLR9-MyD88 inh: 0; NCOA3 inh: -8; SRC2 inh: -21; NOD2 RIPK2 PPI: -8; MC4R barr agon: 1.1; LRH-1 inv ag: -18; ABHD5-PLIN5 inh: 2

Results for Cc1cc(C(=O)CCC(=O)N(C)CC(=O)Nc2ccccc2Br)c(C)s1 ?
SRC1 inh: -14; MC4R antagonist: 2; LMP1 NFkB inh: 3; NR2F2 inh: -12; TLR9-MyD88 inh: -4; NCOA3 inh: 1; SRC2 inh: 31; NOD2 RIPK2 PPI: -9; MC4R barr agon: -3.0; LRH-1 inv ag: 9; ABHD5-PLIN5 inh: 2

How did CCCc1nc2c([nH]1)C(c1cccnc1)C(C#N)=C(N)O2 (stereo unspecified) do in these assays?
SRC1 inh: 0; MC4R antagonist: 9; LMP1 NFkB inh: -1; NR2F2 inh: 12; TLR9-MyD88 inh: 10; NCOA3 inh: 17; SRC2 inh: 2; NOD2 RIPK2 PPI: -10; MC4R barr agon: -1.0; LRH-1 inv ag: -2; ABHD5-PLIN5 inh: -2

What do the screens show for `CC(C)(C)c1nn(-c2ccccc2)c2nc(Cl)c(C=O)cc12`?
SRC1 inh: -7; MC4R antagonist: 3; LMP1 NFkB inh: -11; TLR9-MyD88 inh: -4; NCOA3 inh: -3; NOD2 RIPK2 PPI: -2; MC4R barr agon: 2.8; LRH-1 inv ag: 1; ABHD5-PLIN5 inh: 1

Results for COc1cc(/C=N/NC(=O)c2cnccn2)ccc1O ?
SRC1 inh: -2; MC4R antagonist: 11; LMP1 NFkB inh: 5; NR2F2 inh: 1; TLR9-MyD88 inh: -6; NCOA3 inh: 10; SRC2 inh: -3; NOD2 RIPK2 PPI: 1; MC4R barr agon: 2.6; LRH-1 inv ag: -2; ABHD5-PLIN5 inh: 4

Results for Cc1cc(C(=O)CSc2nc3ccc(Cl)cc3[nH]2)c(C)n1C ?
SRC1 inh: -5; MC4R antagonist: -1; LMP1 NFkB inh: -3; NR2F2 inh: 11; TLR9-MyD88 inh: -1; NCOA3 inh: -8; SRC2 inh: -25; NOD2 RIPK2 PPI: -2; MC4R barr agon: -2.6; LRH-1 inv ag: 3; ABHD5-PLIN5 inh: -4

Results for COc1ccccc1NC(=O)CSc1nc(N)c(-c2ccccc2)c(=O)[nH]1 ?
SRC1 inh: 9; MC4R antagonist: -1; LMP1 NFkB inh: 2; NR2F2 inh: -24; TLR9-MyD88 inh: 2; NCOA3 inh: 7; SRC2 inh: -20; NOD2 RIPK2 PPI: 2; MC4R barr agon: -3.0; LRH-1 inv ag: 6; ABHD5-PLIN5 inh: -1

How did Cc1ccc(C(=O)N2[C@@H]3CN(C)C(=O)[C@@]2(Cc2ccccc2)[C@H]2C(=O)N(C)C(=O)[C@@H]32)cc1 do in these assays?
SRC1 inh: 6; MC4R antagonist: 5; LMP1 NFkB inh: 5; NR2F2 inh: -20; TLR9-MyD88 inh: 0; NCOA3 inh: -23; SRC2 inh: 3; NOD2 RIPK2 PPI: -19; MC4R barr agon: -2.2; LRH-1 inv ag: 3; ABHD5-PLIN5 inh: -2

Structural class: those above containing a cyano group
Results for CCN(CC)S(=O)(=O)c1ccc(/C(O)=C(\C#N)c2nc3ccccc3n2C)cc1 ?
SRC1 inh: 7; MC4R antagonist: -1; LMP1 NFkB inh: -5; NR2F2 inh: -6; TLR9-MyD88 inh: -3; NCOA3 inh: 13; SRC2 inh: -13; NOD2 RIPK2 PPI: -6; MC4R barr agon: -0.3; LRH-1 inv ag: 18; ABHD5-PLIN5 inh: 7

How did CCCc1nc2c([nH]1)C(c1cccnc1)C(C#N)=C(N)O2 (stereo unspecified) do in these assays?
SRC1 inh: 0; MC4R antagonist: 9; LMP1 NFkB inh: -1; NR2F2 inh: 12; TLR9-MyD88 inh: 10; NCOA3 inh: 17; SRC2 inh: 2; NOD2 RIPK2 PPI: -10; MC4R barr agon: -1.0; LRH-1 inv ag: -2; ABHD5-PLIN5 inh: -2
